# Assay outcomes from PubChem.
# CHOP inhibitor = CHOP inhibition in unfolded protein response | inhibition, % at 10 µM | CHO-K1 CHOP-promoter luciferase, tunicamycin-induced, 15-18 h | hit rate 3.8% among 220,000;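 active means compounds that reduced the stress-induced luciferase reporter signal by more than about 70% of percent inhibition, limit read from the data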;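 further: 0% = tunicamycin plus vehicle and 100% = wells without tunicamycin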
# PPC-1+TRAIL kill = kills PPC-1 cancer cells in the presence of TRAIL | PPC-1 cells + TRAIL, ATPLite viability luminescence | cell killing (% activity), % at 4 µM | hit rate 0.41% among 220,000;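 active means cell killing above 50% in the first pass at 4 µM, then a duplicate retest at 5 µM averaging 50% or more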;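 further: plate controls were cells with TRAIL plus DMSO for no effect and medium-only wells lacking cells for full effect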
# zVAD death inh = L929 zVAD cell death inhibition. AID 1377. hit rate 0.38% among 220,000. viability rescue, % at 10 µM. L929 zVAD necroptosis rescue, ATP luminescence, 24 h; with zVAD 60 µM;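 active means activation, scaled between plate controls, above about 75%, limit read from the data; inactive means activation under that limit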;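 further: 0% = zVAD with DMSO and 100% = DMSO alone without zVAD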
# Wee1 degr inh = human Wee1 degradation inhibition, primary screen. reporter increase, % at 5 µM. P30291. hit rate 1.2% among 220,000. HeLa Luc-Wee1K328M stability, luciferase luminescence; 100% = proteasome inhibitor MG132 effect;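 active means activation above the mean of all tested compounds plus 3 SD, set per screening run, cut at about 8.8% in these data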;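 further: cells exposed to compound for 20 h before luminescence read; 0% = DMSO alone and 100% = MG132 at 30 µM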
# PGE2 EP2 inh = EP2 receptor (human) inhibition | AID 1422 | C6 glioma cells expressing human EP2, cAMP TR-FRET; cells stimulated with saturating PGE2 | P43116 | hit rate 0.52% among 260,000 | inhibition, % at 25 µM;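 active means percent inhibition above 40 after rounding to a whole number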;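 further: rat C6 glioma host cells with rolipram phosphodiesterase inhibitor present; the protocol text gives 20 µM as final concentration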
# Target sequence (P43116 whole entry, looked up): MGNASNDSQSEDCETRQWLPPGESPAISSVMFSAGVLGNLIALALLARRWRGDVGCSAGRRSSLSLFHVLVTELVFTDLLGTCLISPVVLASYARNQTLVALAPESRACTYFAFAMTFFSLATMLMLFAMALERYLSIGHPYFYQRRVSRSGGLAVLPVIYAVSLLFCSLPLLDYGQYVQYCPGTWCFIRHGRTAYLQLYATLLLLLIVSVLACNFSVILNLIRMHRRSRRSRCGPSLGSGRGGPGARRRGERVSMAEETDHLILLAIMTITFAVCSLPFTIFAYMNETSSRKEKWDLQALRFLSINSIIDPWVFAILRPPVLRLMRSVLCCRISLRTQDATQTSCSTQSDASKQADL
# FXIIa inh = blocks human coagulation factor XIIa protease activity. P00748. purified FXIIa, Boc-QGR-AMC fluorogenic substrate, 2 h. inhibition, % at 5 µM. hit rate 0.3% among 220,000. AID 800; in the data active means inhibition above about 40%;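 further: 0% = enzyme with no compound and 100% = blank without enzyme; many of its hits are not listed in these tables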
# TNF necrop inh = TNF-alpha cell death inhibition in Jurkat FADD-/- cells; Jurkat FADD-/- TNF necroptosis rescue, ATP luminescence, 24 h; 0 = TNF only, 100 = no-TNF cells; activation (protection from cell death), % at 10 µM; hit rate 0.068% among 220,000;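 active means activation, meaning protection from cell death, of at least 50% relative to plate controls; inactive means activation below 50%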;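 further: necroptosis triggered by 40 ng/mL TNF-alpha added together with compound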
# FXIa inh = inhibitors of human coagulation factor XIa; AID 798; hit rate 0.14% among 220,000; P03951; purified FXIa, Boc-Glu-Ala-Arg-AMC fluorogenic substrate; inhibition, % at 5 µM;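 active means inhibition of at least 40%; inactive means inhibition below 40%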;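 further: fluorescence of freed AMC excited at 355 nm; 0% = enzyme without compound and 100% = no enzyme blank; many of its hits are not listed in these tables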
# Target sequence (P03951 19-387 limits assumed): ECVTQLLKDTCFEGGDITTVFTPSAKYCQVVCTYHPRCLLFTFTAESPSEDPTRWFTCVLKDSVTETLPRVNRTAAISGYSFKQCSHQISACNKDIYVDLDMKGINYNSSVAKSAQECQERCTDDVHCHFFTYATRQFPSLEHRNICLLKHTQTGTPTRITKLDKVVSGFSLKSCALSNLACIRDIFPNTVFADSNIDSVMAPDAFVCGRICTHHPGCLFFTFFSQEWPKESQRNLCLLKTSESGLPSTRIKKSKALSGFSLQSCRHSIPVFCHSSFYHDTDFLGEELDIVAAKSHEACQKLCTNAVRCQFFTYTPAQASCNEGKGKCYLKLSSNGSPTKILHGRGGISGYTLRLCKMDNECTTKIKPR
# Target sequence (P03951 388-625 limits assumed): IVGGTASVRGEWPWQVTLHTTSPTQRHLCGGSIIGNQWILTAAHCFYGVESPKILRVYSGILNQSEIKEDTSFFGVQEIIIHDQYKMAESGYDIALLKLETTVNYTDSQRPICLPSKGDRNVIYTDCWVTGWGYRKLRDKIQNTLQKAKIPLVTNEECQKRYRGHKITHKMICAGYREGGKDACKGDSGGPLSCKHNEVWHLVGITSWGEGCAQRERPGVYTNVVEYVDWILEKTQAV
# TbHK1 inh = blocks Trypanosoma brucei hexokinase 1 activity; hit rate 0.11% among 220,000; recombinant TbHK1, G6PDH-coupled NADH A340; inhibition, % at 10 µM;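 active means inhibition of 50% or more in the single-dose primary screen; inactive means inhibition below 50%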
# * hit, by the source's call; . = no result given; & = joins results of further samples. Some of the compounds tested (hit frequency here may not be typical).
molecule	FXIa inh	CHOP inhibitor	Wee1 degr inh	zVAD death inh	PGE2 EP2 inh	FXIIa inh	TNF necrop inh	PPC-1+TRAIL kill	TbHK1 inh
CCCCCC(=O)Nc1cccc(C2=NOC3(C2)C[C@@H](C(N)=O)N(C(=O)C2(C)CC2)C3)c1 (stereo partly specified)	1	-6	.	0.3	17	7	4.6	21	-6
CCCCNC(=O)Cn1c(-c2ccc(OC)cc2)noc1=O	-2	67	1	-0.4	9	11	1.0	2	11
CC/C=C/C(=O)N1CC2(CC(c3cccc(NC(=O)CC(c4ccccc4)c4ccccc4)c3)=NO2)C[C@@H]1C(N)=O (stereo partly specified)	1	3	.	-0.8	6	4	-2.2	13	-26
CC(NC(=O)C1CCN(S(=O)(=O)N2CCCCCC2)CC1)c1ccccc1 (stereo unspecified)	2	-7	2	0.3	4	0	0.0	12	-3
Nc1nc(Nc2ccc(Cl)cc2Cl)nc(C(F)(F)F)n1	2	75*	4	0.4	11	15	-5.3	-24	5
Cc1ccccc1-c1nnn(CC(=O)Nc2ccc3c(c2)OCCO3)n1	0	19	-1	6.2	7	5	1.0	11	-2
COc1ccc(/C=C2\CCCC(C(=O)C(F)(F)F)=C2O)cc1	12	-12	7	-0.3	23	24	8.0	8	-22
Cc1cc(C)cc(N(CC(=O)NCc2ccco2)C(=O)CCC(=O)Nc2nccs2)c1	-7	6	2	0.6	6	-1	3.2	.	-4
CCCC(=O)C1CCN(Cc2ccccc2)CC1	5	4	0	0.9	13	13	1.6	-6	9
O=C(COc1ccc([N+](=O)[O-])cc1)NC(C(=O)O)C(O)c1cccc([N+](=O)[O-])c1 (stereo unspecified)	6	0	-1	0.2	3	10	-0.1	-12	-22
O=C(O)CCCN(Cc1cccc(Br)c1)S(=O)(=O)c1ccc(Br)cc1	-1	2	2	-0.5	4	3	0.6	15	-5
CC(C)(C#N)Nn1cnnc1	7	-8	0	-0.8	8	14	-0.7	14	1
CC1(C(=O)N2CC3(CC(c4ccccc4)=NO3)C[C@H]2C(=O)NCC(N)=O)CC1 (stereo partly specified)	-6	-9	-2	0.3	10	9	-1.6	13	4
CCOC(=O)c1ccc(NC(=S)NC(=O)COc2ccccc2)cc1	-3	51	-4	3.9	4	-3	-2.1	7	2
CCCCC1=CC2=C(c3ccco3)C(=O)C(C)(OC(=O)c3ccc(OC)cc3)C(=O)C2=CN1Cc1ccc(OC)cc1 (stereo unspecified)	2	-2	.	0.0	13	10	-1.6	25	-24
O=C1C(=O)N(CNc2cccnc2)c2ccccc21	7	-13	0	0.5	8	11	-1.5	14	3
Cc1ccc(SCCOCCN2CC(C)OC(C)C2)cc1 (stereo unspecified)	27	8	5	0.3	7	31	0.1	31	-1
CCOC(=O)C1CCCN(C(=O)c2ccc(OC)c([N+](=O)[O-])c2)C1 (stereo unspecified)	-2	28	-1	-0.1	2	-3	1.1	22	-10
O=C(CNCc1ccccc1)Nc1ccc(Oc2ccccc2)cc1	-6	53	8	3.8	7	4	1.9	-8	18
S=c1[nH]nc(-c2ccccc2)n1CC1CCCO1 (stereo unspecified)	1	-7	3	1.1	7	1	-1.4	4	7
COc1ccc(C)cc1NC(=O)C(Sc1ccccc1)c1ccccc1 (stereo unspecified)	10	34	1	-0.8	2	11	0.1	16	5
COC(=O)c1sc(S(=O)(=O)N2CCCCC2C(=O)O)c(C(=O)OC)c1C (stereo unspecified)	4	13	3	0.3	10	5	-0.4	4	4
Cc1cccc(N(C(=O)c2sc(C)nc2C)C(C(=O)NCc2ccco2)c2ccccc2)c1 (stereo unspecified)	-9	16	3	-0.8	4	0	-3.9	20	-2
Nc1ccc2nc(-c3cccs3)[nH]c2c1	-14	2	3	0.5	93*	-25	-2.3	21	-38
COc1cccc(NC(=O)COc2cccc(-n3cnnn3)c2)c1	-4	29	-2	74	5	3	1.9	-4	0
Cc1ccc(-c2noc(CN3C(C)CCCC3C)n2)cc1 (stereo unspecified)	20	58	-2	0.9	12	25	0.9	-17	1
Fc1ccccc1-c1n[nH]c(=S)n1/N=C/c1c[nH]c2ccccc12	-1	7	0	1.2	5	11	0.0	8	-3
CC(C)(C)C(=O)NC(=S)NNC(=O)c1ccc(Cl)cc1Cl	-7	92*	-1	25	14	0	-0.7	15	2
O=C(CSc1nnc(-c2ccccc2O)o1)Oc1ccc(Br)cc1	0	55	-2	-0.7	3	13	-0.6	26	2
CCNc1nc(NC(C)C)nc(Oc2ccc(OCCOc3ccc(C)cc3)nn2)n1	-2	30	1	1.6	-4	-5	-1.3	9	-2
CC/C(=N\NC(=O)C(N)=O)c1ccccc1O	1	14	1	0.1	10	-1	0.5	6	-6
Cc1ccc(S(=O)(=O)NC(=O)NC(C)Cc2ccccc2)cc1 (stereo unspecified)	-3	-2	-3	-0.2	3	4	-0.4	.	5
O=C(NC(=S)Nc1ccccc1N1CCCCC1)c1ccco1	-4	23	-2	0.5	7	-1	2.5	-7	0
CCCn1c(NCc2c[nH]c3ccccc23)nc2ccccc21	2	32	-2	0.8	1	8	4.4	-1	7
O=C(c1cccs1)N1CCCC(c2nc3c(nnn3Cc3ccccc3)c(=O)[nH]2)C1 (stereo unspecified)	-5	-12	-1	0.2	2	5	-1.3	12	-3
Cc1cc(C)c2c(=O)n(CC(=O)N3CCC(N4CCCCC4)CC3)sc2n1	0	39	0	-0.3	25	11	-4.5	23	1
Cc1ccccc1CC1S/C(=N/N=C/c2ccco2)NC1=O (stereo unspecified)	-1	25	-1	2.2	7	4	-5.3	20	-50
Cc1ccc(SCc2noc(C(=O)NC(C)C)c2C(=O)O)cc1C	-1	30	1	0.2	10	8	-0.6	5	1
COCCn1nnnc1C(c1ccc(OC)cc1)N1CCN(c2ccccc2F)CC1 (stereo unspecified)	23	10	3	0.6	14	39	1.1	-18	2
CC1(C)Cc2c(C#N)c(NCCc3ccccc3)nc(-c3ccco3)c2CO1	-7	-6	4	4.8	9	0	3.2	2	-3
O=C(OCc1nc2ccc(Cl)cc2n1CCO)c1ccc2c(c1)OCO2	-2	-14	0	0.8	9	8	3.3	15	5
COC(=O)c1c(NC(=O)Cc2cccs2)sc(C(=O)NC2CCCCC2)c1C	.	.	-1	0.7	11&11	.	-1.5	.	20
Cc1ccc(N2CC(C(=O)NCCCn3ccnc3)CC2=O)cc1 (stereo unspecified)	6	-6	5	-0.3	6&5	12	-3.3	21	-4
Cn1cnnc1SCC(=O)Nc1sc2c(c1C#N)CCCCC2	24	12	3	-0.1	7	2	-0.8	4	-5
Cc1sc(-c2ccccn2)nc1OC(=O)c1ccc(F)cc1F	1	-2	-2	-0.6	5	14	1.0	14	-4
Cc1ccc2nc(SC(C)C(=O)N3CCOCC3)[nH]c2c1 (stereo unspecified)	-1	1	-3	-1.0	6	7	-0.2	6	-3
CCOc1cc(S(=O)(=O)n2ccc(C)n2)ccc1Br	2	21	-3	-1.2	4	11	2.1	6	11
CCC(=O)N/N=C/c1ccc(OS(=O)(=O)c2ccccc2)cc1	5	15	5	0.8	7	10	1.8	-1	17
CCSc1nnc(NC(=O)Nc2cccc(C)c2)s1	-1	12	2	24	10	4	-0.5	4	-4
COCCn1nnnc1C(C(C)C)N1CCCC(C)C1 (stereo unspecified)	-2	5	-3	4.7	2	8	0.1	-8	3
CCN(CC(=O)NCc1cccs1)S(=O)(=O)c1ccc(NC(C)=O)cc1	0	7	-4	0.9	1	11	0.5	10	-6
O=C(C1=C(O)C(=O)N(c2ccccc2)C1c1ccc([N+](=O)[O-])cc1)c1cccs1 (stereo unspecified)	3	28	1	0.1	6	5	1.0	16	-30
NC(=O)CSc1nc2sc3c(c2c2ncnn12)CCCC3	7	14	-1	0.1	22	11	-1.9	5	1
CS(=O)(=O)NNC(=O)c1cc2cc3ccccc3nc2s1	6	-5	-2	11	5	6	0.8	-3	-23
CCc1ccc(NC(=O)Cn2nc(C)c([N+](=O)[O-])c2C)cc1	-5	15	2	17	5	1	2.4	11	0
COc1ccccc1NC(=O)/C(=C/c1cccc([N+](=O)[O-])c1)c1ccccc1	8	26	0	0.6	6	14	3.5	2	23
COc1ccc(O)c(C(=O)c2cc(C#N)c(=O)n(Cc3ccccc3)c2)c1	-8	2	0	-1.0	14	-1	-0.8	18	-11
CCOC(=O)NC(NCc1cccc(C(F)(F)F)c1)(C(F)(F)F)C(F)(F)F	6	34	-1	0.9	5	12	0.7	8	1
CCOc1ccc(S(=O)(=O)N2CCCCC2)c2ccccc12	1	38	-1	1.3	.	24	0.8	8	0
CS(=O)(=O)N1N=C(c2cccs2)CC1c1ccc(F)cc1 (stereo unspecified)	6	8	-1	0.7	10	9	-1.1	4	-8

# Complete entries as entered above. Order of values: FXIa inh | CHOP inhibitor | Wee1 degr inh | zVAD death inh | PGE2 EP2 inh | FXIIa inh | TNF necrop inh | PPC-1+TRAIL kill | TbHK1 inh
# `COc1ccc(O)c(C(=O)c2cc(C#N)c(=O)n(Cc3ccccc3)c2)c1` as listed: -8 | 2 | 0 | -1.0 | 14 | -1 | -0.8 | 18 | -11
# `CS(=O)(=O)N1N=C(c2cccs2)CC1c1ccc(F)cc1` (stereo unspecified) as listed: 6 | 8 | -1 | 0.7 | 10 | 9 | -1.1 | 4 | -8
# `CCc1ccc(NC(=O)Cn2nc(C)c([N+](=O)[O-])c2C)cc1` as listed: -5 | 15 | 2 | 17 | 5 | 1 | 2.4 | 11 | 0

# Next part
molecule	FXIa inh	CHOP inhibitor	Wee1 degr inh	zVAD death inh	PGE2 EP2 inh	FXIIa inh	TNF necrop inh	PPC-1+TRAIL kill	TbHK1 inh
O=c1[nH]c(N2CCOCC2)nc2ncn(Cc3ccccc3)c12	5	10	-1	0.6	9	20	-0.4	11	-2
COc1ccccc1NC(=O)C1=C(C)Nc2nnnn2C1c1ccccn1 (stereo unspecified)	0	15	-2	-0.2	8	5	0.3	33	30
O=C(CSc1ncnc2c1oc1ccccc12)Nc1ccc2c(c1)OCCO2	-3	2	-3	-0.5	6	0	-1.3	.	2
COc1cc(/C(C)=N/NC(=O)CN2CCN(S(=O)(=O)c3ccc(C)cc3)CC2)ccc1O	2	-20	0	-0.6	1	10	3.3	-1	-14
CC(C)(C)NC(=O)c1ccc(COCC(F)(F)F)o1	4	-9	-1	0.8	0	7	0.2	3	-1
CC(=N\Nc1ccccc1)/C(=N/O)C(=O)Nc1ccccc1	-2	9	-2	0.0	12	10	-3.6	3	-15
Cc1c(C#N)sc(C(N)=O)c1C	1	1	0	2.3	5	10	-0.2	7	-6
CCC(=O)NNC(=O)CCC(=O)Nc1cccc(Cl)c1C	-4	-8	7	0.0	3	5	0.5	-7	3
O=C(Cn1cc2c(n1)CCCCC2)Nc1ccccc1Br	0	16	-2	1.4	5	10	1.3	3	-3
COc1ccc(CNC(=O)CN(Cc2cccs2)C(=O)CCC(=O)Nc2ccccn2)cc1	0	-1	0	-0.3	5	2	-0.1	14	-6
COc1ccc(CCC(=O)Nc2cccc(S(=O)(=O)N(C)C)c2)cc1OC	6	-13	-4	0.6	6	9	1.4	17	9
Cc1cc(C)nc(NCC(O)COc2ccccc2C)n1 (stereo unspecified)	16	10	-1	0.9	14&6	24	0.9	4	5
CN(C)S(=O)(=O)N(CC(=O)N1CCN(c2ccccc2)CC1)c1ccccc1	-1	5	1	3.6	13	10	0.2	-10	3
COc1cccc(N(CC(=O)Nc2cccc(C(C)=O)c2)S(C)(=O)=O)c1	-1	30	-1	0.1	11	10	-2.3	7	0
